Bioassay records deposited in PubChem by Sanford-Burnham Center for Chemical Genomics.
Rat MKP-3 inhibitors: MKP-3 phosphatase inhibitors, primary screen, biochemical, rat enzyme, in vitro (AID 425) | 0.17% of 110,000 active | inhibition, % at 20 µM; hits with a dose series show IC50 in µM | recombinant MKP-3 phosphatase activity, fluorescence; higher % means a stronger effect; in the data active means inhibition above about 50%;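 further: plate controls were vehicle for no effect and reference inhibitor for full effect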
Hsp70 inhibitors: Hsp70 inhibitors, probe displacement, primary screen, biochemical, fluorescence polarization (AID 583); 0.06% of 140,000 active; Hsp70 fluorescence polarization probe displacement, mP; higher % means a stronger effect; displacement, % at 20 µM, or IC50 in µM where a hit was titrated; in the data active means displacement above about 50%;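 further: plate controls were vehicle for no effect and reference ligand for full effect; a part of the inactive calls stands beside numbers as strong as those of hits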
* hit, by the source's call; x = not tested or not shown; & = joins results of further samples. Not all compounds are listed; count on the stated rates, not on these rows.

SMILES | Rat MKP-3 inhibitors | Hsp70 inhibitors
CN(C)c1cc(NC(=O)CN2CCOCC2)c2ccccc2n1 | -8.6% | 1.0%
CS(=O)(=O)N(CC(=O)N1CCN(c2ccccc2)CC1)C1CCCCC1 | -17.2% | -0.5%
CC(=Nc1ccc(C)c(C)c1)C1=C(O)CSC1=O | -16.7% | -2.1%
N#Cc1cnc(SCCc2ccccc2)nc1N | -11.4% | -9.6%
COc1cccc(NC(=O)c2nnn(CCc3ccccc3)c2N)c1 | 2.9% | -4.5%
COc1ccc(CCN2C(=O)CC(N3CCN(C/C=C\c4ccccc4)CC3)C2=O)cc1OC (centres undefined) | 1.3% | -6.8%
CCCCCCCCC(=O)N/N=C/c1ccccn1 | -0.2% | -4.4%
Clc1cccc(Nc2ncnc3c2cnn3-c2ccccc2)c1 | -1.4% | 3.9%
CCCc1[nH]nc2c1C(c1ccc(O)cc1OCC)C(C#N)=C(N)O2 (centres undefined) | 0.5% | 4.0%
CCCS(=O)(=O)N1CCN(Cc2ccccc2OCC)CC1 | -9.2% | -1.1%
Cc1ccc(N2CCOCC2)c2c1C(=O)c1ccccc1C2=O | -0.9% | -2.2%
O=C(NC1CCCC1)c1cc2c(ccc3ccccc32)o1 | x | -4.9%

Some values from above.
In Hsp70 inhibitors, `Cc1ccc(N2CCOCC2)c2c1C(=O)c1ccccc1C2=O` is entered as -2.2%
In Rat MKP-3 inhibitors, `CC(=Nc1ccc(C)c(C)c1)C1=C(O)CSC1=O` is entered as -16.7%
In Rat MKP-3 inhibitors, `N#Cc1cnc(SCCc2ccccc2)nc1N` is entered as -11.4%

Additional compounds follow:
SMILES | Rat MKP-3 inhibitors | Hsp70 inhibitors
Cc1cccc(C)c1NC(=O)c1cc2ccccc2o1 | -0.6% | -1.6%
CCCCn1c(C(C)NC(=O)c2cccs2)nc2ccccc21 (centres undefined) | 6.5% | 1.2%
Cn1c(=O)cc(SCC(=O)N2CCOCC2)c2ccc(Cl)cc21 | -12.5% | 8.1%
COc1ccc(S(=O)(=O)N2CCCC(C(=O)N3CCOCC3)C2)cc1C (centres undefined) | -12.0% | 0.6%
CCN(CC)C(=O)CN1C(=O)C(=O)c2ccccc21 | -2.2% | -6.2%
COc1ccc(CNC(=O)CN(CC2CCCO2)C(=O)CNS(=O)(=O)c2ccc(C)cc2)cc1 (centres undefined) | -6.7% | -4.4%
Cc1ccc(CSc2nc3c(c(=O)[nH]2)CCC3)cc1 | -5.4% | -0.3%
O=C(CCCN1C(=O)c2ccccc2C1=O)N1CCN(c2ccccn2)CC1 | 2.9% | 2.8%
CC1(C)Nc2ccccc2N(Cc2ccc(Cl)c(Cl)c2)C1=O | 5.5% | -1.0%
O=C(O)CCCC(=O)N1CCN(C(c2ccccc2)c2ccccc2)CC1 | -1.9%&3.7% | 4.6%&1.5%
Cc1cc(C)cc(OC(=O)CCN2C(=O)c3ccccc3C2=O)c1 | x | 5.2%
COCC(C)NC(=O)c1cc(-c2ccc(OC)c(OC)c2)on1 (centres undefined) | 5.9% | -2.0%
CC(=O)N(Cc1ccc2c(c1)OCO2)C1CC(=O)N(CCc2ccccc2)C1=O (centres undefined) | -8.3% | 1.7%
CCOc1cc(/C=C2\SC(=S)NC2=O)ccc1OCc1c(C)no[n+]1[O-] | 14.5% | 30.7%
O=C(NNc1nc(Nc2ccccc2)nc(N2CCOCC2)n1)Nc1ccc(Cl)cc1 | 5.3% | 1.2%
O=S(=O)(Nc1ccc(O)c(Cl)c1)c1cc(Cl)ccc1Cl | -3.7% | 0.1%
CSC1=NC(NCCCO)c2c(sc3c2CC(C)(C)OC3)N1 (centres undefined) | -1.4% | 3.8%
CCOCCCNC(=O)CN1CCN(Cc2ccccc2C)C1=O | -10.0% | 4.3%
CCN(CC)C(=O)N1CCN(S(=O)(=O)c2ccc(C)cc2)CC1 | x | 6.3%
CCOc1ccc(NC(=O)COc2ccc(Br)cc2)cc1 | 2.5% | 3.2%
CCCCn1c(=O)cc(O)c2ccccc21 | -11.0% | x
CC(C)(C)c1ccccc1OCC(=O)Nc1ncn[nH]1 | 10.5% | 7.8%
CC(=O)Nc1ccc(NC2=Nc3ccccc3N3C2=Nc2c(c(C)nn2-c2ccccc2)C3c2ccccc2)cc1 (centres undefined) | x | 27.0%
COc1ccc(NC(=O)C2CCN(S(=O)(=O)c3cccc4cccnc34)CC2)cc1 | -1.9% | 0.9%
O=c1[nH]nc(Cc2nc3ccccc3s2)c2ccccc12 | 1.8% | -2.3%
O=C(CC1Sc2ccccc2NC1=O)Nc1ccc(OC(F)F)cc1 (centres undefined) | 2.2% | -1.1%
Cc1ccc(NC(=O)c2cc(NC(=O)CCC(=O)O)ccc2N2CCCCC2)cc1 | x | -0.5%
Cc1cccc(N2C(=O)C3C4c5ccccc5C(C)(c5ccccc54)C3C2=O)c1C (centres undefined) | 1.4% | 2.1%
CC1=C(C(N)=O)C(c2ccncc2)n2nc(-c3ccccc3Cl)nc2N1 (centres undefined) | -3.4% | 3.1%
CCN(CC)c1ccc(NC(=O)c2ccc(Br)o2)c(C)c1 | -15.6% | 0.6%
CC(=O)c1ccc(NC(=O)C2CCC2)cc1 | 1.7% | 5.1%
Nc1ccc(S(=O)(=O)NC(=O)c2ccccc2)cc1 | 3.5% | -4.3%
COc1ccc(-c2cc(C(F)(F)F)n3nc(C(=O)NCc4ccco4)c(Cl)c3n2)cc1 | x | -6.0%
COc1ccc(-c2noc(CSc3nnc(Cc4ccccc4)n3-c3cccc(C)c3)n2)cc1OC | -8.3% | 1.2%
C=CCn1c(SCC(=O)NCc2ccco2)nnc1-c1ccc2ccccc2n1 | -1.7% | x
Cc1ccc(N2C(=O)CSC2c2c(F)cccc2Cl)cc1 (centres undefined) | x | 0.4%

Arranged by heavy-atom count (lowest first): part of the list above.
SMILES | Rat MKP-3 inhibitors | Hsp70 inhibitors
Nc1ccc(S(=O)(=O)NC(=O)c2ccccc2)cc1 | 3.5% | -4.3%
CCN(CC)c1ccc(NC(=O)c2ccc(Br)o2)c(C)c1 | -15.6% | 0.6%
O=C(CC1Sc2ccccc2NC1=O)Nc1ccc(OC(F)F)cc1 (centres undefined) | 2.2% | -1.1%

Additional entries:
SMILES | Rat MKP-3 inhibitors | Hsp70 inhibitors
O=C1CSC(c2cn(-c3ccccc3)nc2-c2cc3ccccc3oc2=O)N1Cc1cccnc1 (centres undefined) | x | -2.3%
CC(C)CC(=O)Nc1ccc(-c2nc3ccccc3s2)cc1 | 0.1% | -11.6%
COc1ccc2[nH]c(C)c(C(=O)CN3CCN(C(=O)c4ccco4)CC3)c2c1 | -10.1% | 4.4%
NC(=O)C1CCN(C(=O)c2cc3ccccn3n2)CC1 | -5.7% | -2.4%
Cc1nn(-c2ccccc2)c(C)c1C(=O)OCC(=O)c1c(N)n(CC(C)C)c(=O)n(C)c1=O | 3.0% | 0.6%
COc1cccc(CSc2nnc(-c3ccc(F)cc3)o2)c1 | 4.5% | -2.0%
Cc1cccc2cc(C(c3nnnn3CC3CCCO3)N3CCCC4(CCCCC4)C3)c(=O)[nH]c12 (centres undefined) | -9.9% | 16.3%
O=C1c2ccsc2SCCN1Cc1cccc(Cl)c1 | x | 4.4%
CCN(CC)c1ccc(N2C(=O)/C(=C/c3ccccc3[N+](=O)[O-])SC2=S)cc1 | 4.2% | -2.8%
Cc1nc2sc3c(c2c2nnc(SCC(=O)NCc4ccco4)n12)CCCC3 | -1.0% | 5.0%
Cc1ccc(C)n1-c1cc(C(=O)O)ccc1Cl | 101.1%* | 89.5%*
COc1ccc2[nH]c(=O)c(C(c3nnnn3CC3CCCO3)N3CCc4ccccc4C3)cc2c1 (centres undefined) | -9.6% | 2.2%
CC(C)C(NC(=O)C1CCCCC1)C(=O)NCc1ccccn1 (centres undefined) | 1.1% | -4.1%
COc1cc(C(=O)N2CCC(Cc3ccccc3)CC2)c([N+](=O)[O-])cc1OC | 0.9% | 2.0%
CSc1nc(NCC(C)C)nc(N2CCOCC2)n1 | -3.5% | -4.0%
C/C(N)=C(/C#N)C(=O)COc1ncnc2ccc(Br)cc12 | x | 2.3%
O=C(Cn1nc(-c2ccccc2)nc1-c1ccccc1)N1CCOCC1 | -1.2% | -1.7%
O=C(NC1CCN(Cc2ccccc2)CC1)c1ccccc1F | -1.2%&0.2% | -6.8%&10.1%
Cc1oc(-c2ccc(Cl)cc2)nc1CN1CCC(C(=O)NCCCN2CCCC2=O)CC1 | -3.1% | -0.3%
CC(C)C1CC(O)(C2(O)CCCCC2)ON1 (centres undefined) | 3.5% | -2.0%
Cc1ccc(CN=C(N)Nc2nc(C)cc(C)n2)cc1 | 3.9% | -1.4%
Cc1sc2nc(C3CC3)nc(SCC(=O)NCc3ccco3)c2c1C | 3.8% | -0.3%
Cc1ccc(N2C(=O)/C(=C\c3ccc(-c4ccc(Cl)c(C(=O)O)c4)o3)C(=O)NC2=S)cc1 | 6.9% | 2.1%
CCS(=O)(=O)NC(C)C(c1cccs1)N1CCN(C)CC1 (centres undefined) | -7.3% | 8.2%
Cc1[nH]n(C(N)=S)c(=O)c1C(c1ccccc1)C(C#N)C#N (centres undefined) | -5.2% | -3.2%
O=C1N/C(=N/N=C\c2ccco2)SC1Cc1ccc(SC(F)F)cc1 (centres undefined) | 3.6% | -0.7%
CCOC(=O)C1CCCN(C(=O)c2cnn3c(C(F)(F)F)cc(-c4ccccc4)nc23)C1 (centres undefined) | -13.1% | -2.2%
O=S(=O)(c1cnc[nH]1)N1CCCCCC1 | 6.5% | -1.5%
COC(=O)c1ccc(-c2nc3ccc(C)cc3o2)cc1 | 1.2% | -1.1%
O=S(=O)(NCC1CCCO1)c1ccc(Cl)c(C(F)(F)F)c1 (centres undefined) | -6.9% | 1.9%
COc1cccc(C(=O)OCC(=O)c2ccc(Cl)cc2)c1 | -0.3% | 6.9%
O=C(NCC1CCCCC1)c1ccco1 | -10.3% | 3.1%
CCN1CCN(CC(O)COc2ccccc2C(C)(C)C)CC1 (centres undefined) | 2.7% | -1.2%
Cc1c(Cl)cccc1-n1c(SCC(=O)N(C)Cc2ccccc2)nnc1-c1ccncc1 | x | 6.4%
CN(C)C(=O)C(NC(=O)c1ccccc1)=C1CCCCC1 | 1.5% | 0.7%
COC(=O)C1=C(C)N(C)C(C)=C(C(=O)OC)C1c1cc([N+](=O)[O-])ccc1Cl | 2.5% | -2.9%

Two entries drawn at random from those above, as already listed:
SMILES | Rat MKP-3 inhibitors | Hsp70 inhibitors
CN(C)C(=O)C(NC(=O)c1ccccc1)=C1CCCCC1 | 1.5% | 0.7%
O=S(=O)(NCC1CCCO1)c1ccc(Cl)c(C(F)(F)F)c1 (centres undefined) | -6.9% | 1.9%

The list continues:
SMILES | Rat MKP-3 inhibitors | Hsp70 inhibitors
CC(C)(C)c1ccc(OCC(=O)Nc2ccc(N3CCOCC3)c(Cl)c2)cc1 | 1.1% | -5.3%
Cc1nnc2sc(-c3ccncc3)nn12 | -8.8% | -0.4%
CN(C)c1cccc(NC(=O)c2cc(F)c(F)cc2Cl)c1 | 4.2% | 3.5%
COc1cc(/C=C2\C(=O)NC(=S)N(c3ccc(Cl)cc3)C2=O)ccc1OCC(=O)O | 5.4% | 3.0%
CCCn1c(SCC(=O)NCc2cccs2)nc2c1c(=O)n(C)c(=O)n2C | -6.5% | -1.5%
COCC(=O)Nc1ccc(-c2cn3cccnc3n2)cc1 | 3.9% | 6.6%
CCCCn1nnc(NC(=O)c2cc3ccccc3o2)n1 | 3.5% | -1.2%
Cc1cccc(NC(=O)C2CCCC2)c1 | x | 1.1%
CCOC(=O)NC(Nc1sc2c(c1C(=O)OC)CCN(C)C2)(C(F)(F)F)C(F)(F)F | -3.3% | 3.5%
Nc1[nH]c(=O)ncc1F | x | 4.4%
CC(=O)Oc1ccc2oc(/C=C/N(C)C)c([N+](=O)[O-])c2c1 | x | -15.5%
CCOc1cccc(-c2nnc3sc(COc4ccc(C)cc4)nn23)c1 | -8.2% | -1.0%

Whole records from above. Screens in order: Rat MKP-3 inhibitors | Hsp70 inhibitors
`CCCCn1nnc(NC(=O)c2cc3ccccc3o2)n1` in the list: 3.5% | -1.2%
`CC(=O)Oc1ccc2oc(/C=C/N(C)C)c([N+](=O)[O-])c2c1` in the list: x | -15.5%

Other results follow.
SMILES | Rat MKP-3 inhibitors | Hsp70 inhibitors
CN(C)C(=O)NC(O)C(Cl)Cl (centres undefined) | x | 6.9%
Cc1oc2ccc(OCc3c(F)cccc3Cl)cc2c1C(=O)O | 3.0% | -6.0%
Cc1ccc(Nc2nc(N)nc(CSc3nnc(-c4ccncc4)o3)n2)cc1 | -4.9% | -1.9%
COc1ccc(C(CC(=O)c2ccc(Cl)cc2)Nc2ccc(Br)cc2)cc1 (centres undefined) | 3.6% | 1.8%
C=CCn1c(Cc2ccc(OC)cc2)nnc1SCC(N)=O | x | -2.4%
CC1(C)CC(NC(=O)COc2cccc3ccccc23)CC(C)(C)N1 | 3.7% | -2.3%
Cc1c(Cl)cccc1N1C(=O)C2C3c4ccccc4C(C)(c4ccccc43)C2C1=O (centres undefined) | 2.1% | -3.0%
CCOc1ccc(C2Nc3ccccc3NC3=C2C(=O)CC(c2ccccc2)C3)cc1 (centres undefined) | 5.1% | -0.7%
CCC(Oc1ccccc1)C(=O)Nc1sc2c(c1C(=O)OC)CCC(C)C2 (centres undefined) | 3.3% | 0.1%
Oc1ccccc1-c1nc(N2CCCC2)c2ccccc2n1 | x | 21.8%
Cc1cc(C(=O)CSc2nnc(-c3cccnc3)n2-c2ccccc2F)c(C)n1C | 3.6% | -10.1%
CCCCCc1nc2c(=O)[nH]c3ccccc3c2o1 | -1.0% | -0.5%
CC(NS(=O)(=O)c1ccc(CCC(=O)NCc2cccnc2)cc1)c1ccccc1 (centres undefined) | x | -6.3%
CCCOc1ccc(/C=N/Nc2nc(-c3ccccc3)nc(C)c2C)c(O)c1 | 0.8% | 5.0%
CCc1ccc(Nc2nnc(SCc3cc(=O)n4ccsc4n3)s2)cc1 | x | -2.9%
Cc1ccc(Oc2cc(C#N)c(C#N)cc2-n2nnc3ccccc32)cc1C | x | 5.4%
COc1ccc(N2CCCn3c2nc2c3c(=O)n(CCCc3ccccc3)c(=O)n2C)cc1 | -1.5% | 2.8%
